Compound activity from PubChem BioAssay.
p53 reactivation: restores transcriptional activity of mutant p53. H1299 p53-A138V BP100-luciferase reporter, luminescence, 24 h. hit rate 0.063% among 320,000. Potency, µM (series often up to 92.2 µM), inactives show top-dose activity change, positive = activation, hits mostly activators; further: % of control where 0% means no effect; nearly all actives have a fitted effect of over 45% in size
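p53-null H1299 cells stably carrying temperature-sensitive p53-A138V and a BP100-luciferase reporter were pinned with compounds (4-point, 1:5 series) and held 24 hrs at 37 deg C. Luminescence was read 10 min after detection reagent.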
RORgamma inh: blocks mouse ROR gamma transcriptional activity; P51450; Drosophila S2 Gal4-RORgamma UAS-luciferase reporter, 20 h; Potency, µM (highest dose often 53.6 µM), for the others: at the top dose activity change, negative = inhibition, actives largely listed as inhibitors; hit rate 5.4% among 310,000; AID 2551; further: on the % scale 0 is the no-effect control and ±100 the full control effect; nearly all actives have a fitted effect of over 60% in size
Target sequence (P51450 whole entry, looked up, the tested form may be a part): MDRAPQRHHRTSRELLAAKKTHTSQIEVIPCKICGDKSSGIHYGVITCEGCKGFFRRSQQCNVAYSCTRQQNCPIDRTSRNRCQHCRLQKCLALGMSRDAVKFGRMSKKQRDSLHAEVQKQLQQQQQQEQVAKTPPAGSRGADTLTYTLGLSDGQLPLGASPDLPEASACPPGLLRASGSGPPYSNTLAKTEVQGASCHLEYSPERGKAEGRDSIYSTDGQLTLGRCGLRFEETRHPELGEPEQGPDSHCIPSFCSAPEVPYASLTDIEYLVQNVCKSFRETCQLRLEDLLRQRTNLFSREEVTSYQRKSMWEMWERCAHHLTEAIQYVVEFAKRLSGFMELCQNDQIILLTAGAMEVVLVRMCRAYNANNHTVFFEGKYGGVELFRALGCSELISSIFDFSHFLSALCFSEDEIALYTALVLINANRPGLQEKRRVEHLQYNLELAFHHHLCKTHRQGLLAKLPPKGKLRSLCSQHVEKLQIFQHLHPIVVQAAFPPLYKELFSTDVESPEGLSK
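In this cell-based reporter format, copper sulfate (700 uM final) drives Gal4–ROR gamma fusion expression from a metallothionein promoter in Drosophila Schneider cells; compounds preincubated 1 hr, reporter read after 20 hr at ambient temperature.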
VP16 counter: Gal4-VP16 reporter inhibition counter-screen | Potency, µM (doses to about 53.6 µM), for inactives: at the highest dose activity, negative = inhibition, most hits filed as inhibitors | Drosophila S2 Gal4-VP16 UAS-luciferase, luminescence, 20 h | hit rate 3.5% among 310,000 | AID 2546;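 further: Gal4-VP16 expression switched on by copper sulfate through the metallothionein promoter; on the % scale 0 is the no-effect control and ±100 the full control effect; nearly all actives have a fitted effect of over 50% in size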
uPA generation: cell surface uPA generation inhibition; cell surface uPA generation assay, qHTS; Potency, µM (titrated, usually from 38.3 µM), for inactives: at the highest dose activity change, negative = inhibition, usual class: inhibitors; hit rate 0.31% among 330,000; AID 540303; active means well fitted inhibition curve with a large enough effect; inconclusive means small, poorly fitted or top-dose-only effect; inactive means no such curve, though single readings can be large or run the other way; tested in mouse RAW 264.7 cells; further: on the % scale 0 is the no-effect control and ±100 the full control effect; nearly all actives have a fitted effect of over 55% in size
BRCA1 expr up: activators of BRCA1 expression | MCF7-BRCA1-FFLuc reporter, luminescence, 48 h; response scale: scaled: vehicle 0%, 10 µM genistein 100% | Potency, µM (top dose mostly 46.1 µM), for inactives: top-dose activation, hits mostly activators | hit rate 1.1% among 380,000 | AID 624202; further: nearly all actives have a fitted effect of over 80% in size; some results filed as inactive show a strong effect at the top dose
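Using MCF7 cells harboring a BRCA1 firefly luciferase reporter, plated 2 h before compound pinning, the screen measured luminescence after 48 h incubation. Responses were normalized to DMSO and 10 microM genistein, then fitted for concentration-effect.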
MBNL1 CUG block: blocks human MBNL1 binding to CUG repeat RNA; Q9NR56; TR-FRET MBNL1-His/biotin-(CUG)12 binding, 665/545 ratio; Potency, µM (titrated, usually from 57.5 µM), inactives show top-dose activity change, negative = inhibition, usual class: inhibitors; hit rate 0.036% among 280,000; AID 2675; active means well fitted inhibition curve with a large enough effect in the signal ratio, with a control signal flat, not every such curve was filed as active; inconclusive means small, poorly fitted or top-dose-only effect, or effect the other way, or a change in a side signal; inactive means no such curve, though single readings can be large or run the other way; the % refers to the signal ratio; further: on the % scale 0 is the no-effect control and ±100 the full control effect
Target sequence (Q9NR56 whole entry, looked up): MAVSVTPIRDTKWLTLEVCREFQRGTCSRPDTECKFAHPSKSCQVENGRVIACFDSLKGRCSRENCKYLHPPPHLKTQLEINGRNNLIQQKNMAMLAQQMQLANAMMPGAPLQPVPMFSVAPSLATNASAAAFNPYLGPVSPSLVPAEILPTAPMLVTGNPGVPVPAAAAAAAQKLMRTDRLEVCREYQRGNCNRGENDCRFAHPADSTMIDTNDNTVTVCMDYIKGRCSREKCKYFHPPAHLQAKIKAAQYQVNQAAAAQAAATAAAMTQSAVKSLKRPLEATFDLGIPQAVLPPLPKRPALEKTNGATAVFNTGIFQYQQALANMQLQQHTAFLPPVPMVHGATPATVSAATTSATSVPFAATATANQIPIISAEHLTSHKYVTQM
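Compounds (final 92 nM to 58 uM) are added to His-tagged MBNL1 and biotin-(CUG)12, then terbium anti-His antibody and streptavidin-XL665 (5 nM final). After 60 min at room temperature, the 665/545 nm ratio is read.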
ELG1 genotoxic: induces genotoxicity in HEK293T cells with luciferase-tagged ELG1; HEK293T ELG1-luciferase reporter, luminescence, 16 h; Potency, µM (top dose mostly 46 µM), for inactives: at the highest dose activity change, positive = activation, hits mostly activators; hit rate 1.3% among 330,000; AID 504466; further: % of control where 0% means no effect; nearly all actives have a fitted effect of over 60% in size
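Step 1: seed 2,000 HEK293T ELG1-luciferase cells per well. Step 2: add compound or DMSO, incubate 16 hr at 37 °C. Step 3: ONE-Glo, 30 min at room temperature, read luminescence.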
FLuc modulator: firefly luciferase modulation, counter-screen for miR-21 project. AID 588342. Potency, µM (titrated, usually from 57.5 µM), for the others: top-dose activity change, negative = inhibition, most hits filed as inhibitors. hit rate 6.9% among 360,000. purified FLuc, Km substrates, luminescence inhibition. P08659;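 further: plate controls were vehicle for no effect and reference inhibitor for full effect; nearly all actives have a fitted effect of over 55% in size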
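Purified P. pyralis luciferase, 10 nM final, with Km-level 10 uM D-luciferin and 10 uM ATP in 50 mM Tris acetate pH 7.5, 10 mM Mg acetate, 0.01% Tween-20, 0.05% BSA; 6-point qHTS titration about 60 µM downward; luminescence read.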
NPC1 prom act: activators of NPC1 promoter; AID 485313; Huh7 NPC1 promoter luciferase reporter, 24 h; Potency, µM (top dose mostly 9.22 µM), for the others: top-dose activation, most hits filed as activators; hit rate 2.4% among 320,000;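 further: % of control where 0% means no effect; nearly all actives have a fitted effect of over 60% in size; reporter is driven by a mutant NPC1 promoter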
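Stably transfected Huh7 (NPC1 promoter→luciferase), 1500 cells/well in Opti-MEM + 10% FBS, 2 h settle, then compound 24 h at 37 °C. Luminescence after 10 min with Amplite reagent.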
Rab9 promoter act: activators of Rab9 promoter; Huh7 Rab9 promoter-luciferase reporter, luminescence, 24 h; Potency, µM (doses to about 9.22 µM), without a hit: at the highest dose activation, negative = inhibition, actives largely listed as activators; hit rate 2.8% among 320,000; further: % of control where 0% means no effect; nearly all actives have a fitted effect of over 60% in size
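Quantitative HTS format; Huh7 Rab9-luciferase reporter cells (1500/well) receive compound 2 h post-plating, incubate 24 h at 37 °C, then get luciferase reagent for 10 min before luminescence reading.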
CXXC DNA block: blocks binding of human MLL CXXC domain to DNA. MLL-CXXC / FITC-HOXA9 DNA fluorescence polarization. Q03164. hit rate 0.037% among 290,000. Potency, µM (doses to about 115 µM), without a hit: at the top dose activity change, negative = inhibition, hits mostly inhibitors; active means well fitted inhibition curve with a large enough effect in the polarisation, with a control signal flat, not every such curve was filed as active; inconclusive means small, poorly fitted or top-dose-only effect, or effect the other way, or a change in a side signal; inactive means no such curve, though single readings can be large or run the other way; the % refers to the polarisation
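Steps: dispense CXXC domain solution (7 uM) → pin compounds or unlabeled HOX-A9 DNA control → 5 min ambient → add FLSN-HOX-A9 solution (50 nM) → spin → 30 min ambient → fluorescence polarization. Tris pH 7.5/NaCl/DTT/BSA buffer.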
Active calls of the source: *; ? = inconclusive; / = not tested or not shown; & = joins results of further samples; [ ] = another dose, or the depositor's remark. Unless noted, the call rests on the fitted dose curve; in most records, active means well fitted curve in the direction sought with a large enough effect; inconclusive means small, poorly fitted or top-dose-only effect, or another doubt; inactive means no such curve, though single readings can be large; an effect the other way counts as inactive or inconclusive. Potency means the concentration at half of the fitted maximal effect.

Compound,Rab9 promoter act,BRCA1 expr up,p53 reactivation,CXXC DNA block,MBNL1 CUG block,RORgamma inh,NPC1 prom act,VP16 counter,ELG1 genotoxic,uPA generation,FLuc modulator
CCCCCN(C(=O)CCC(=O)OC(C)C(=O)Nc1cccc(C#N)c1)c1c(N)n(CCCC)c(=O)[nH]c1=O (stereo not given),-4%,10%,-3%,/,/,/,-1%,/,-1%,-2%,-1%
COc1ccc(OC)c(C2=NS(=O)(=O)N(C)C(C(=O)Nc3ccc(F)cc3F)=C2)c1,-5%,0%,1%,4%,?,?,-3%,-27%,-6%,-12%,7%&-1%
COC(=O)c1sc(N2C(=O)C(O)=C(C(=O)c3ccc(C)o3)C2c2cccs2)nc1C (stereo not given),7%,10%,7%,1%,50%[activator],21%,-1%,8%,4%,3%,4%
COC(=O)C1=C(C)NC(=O)C1(NS(=O)(=O)c1ccc(NC(C)=O)cc1)C(F)(F)F (stereo not given),-3%,1%,-3%,0%,-4%,-11%,-1%,-9%,-7%,2%,9%
O=C(COC(=O)c1ccccn1)NCc1ccccc1,-3%,-17%,?,-2%,-5%,-25%,-1%,2%,-1%,7%,-3%
COc1ccc(OCC(O)Cn2c(Nc3cccc(C)c3)nc3c2c(=O)n(C)c(=O)n3C)cc1 (stereo not given),2%,-6%,-10%,9%,10%,9%,-2%,-12%,-2%,-8%,-8%
COc1ccc(N2CCN(C(=O)CNC(=O)Cn3cnc4sc(C)c(C)c4c3=O)CC2)cc1,0%,-3%,11%,-5%,3%,-41%,-4%,5%,6%,0%,3%
CCOC(=O)CSc1nnc(NC(=O)c2cccc(S(=O)(=O)N3CCCCCC3)c2)s1,2%,-14%,-2%,2%,-6%,3%,-2%,-3%,1%,/,-3%
COC(=O)[C@@]1(Cc2ccc(F)cc2)[C@H]2c3cc(C(=O)N(C)C)n(Cc4ccccc4)c3C[C@H]2CN1C(=O)c1ccccc1,-5%,-53%,-2%,9%,11%,?,-5%,1%&-2%,2%,-9%,4%
COc1ccccc1OCC(=O)NCCc1nc2ccccc2[nH]1,-4%,32%,-11%,-1%,3%,-13%,-1%,-4%,-2%,11%,-5%
CCn1c(=O)n(CC(=O)NCc2ccccc2OC)c(=O)c2ccccc21,2%,1%,3%,11%,4%,-2%,0%,-1%,-1%,-11%,7%
CCOC(=O)N1CCN(C(=O)C(NS(=O)(=O)c2cccc3nsnc23)c2ccccc2)CC1 (stereo not given),-4%,-6%,-11%,9%,?,-1%[0.365 µM],-3%,/,-8%,2%,2%
CC(C)(CSc1nncn1/N=C/c1ccco1)NS(=O)(=O)c1ccc(Cl)cc1,-3%,-1%,-7%,-1%,11%,18%,0%,1%,-2%,-2%,-2%
NS(=O)(=O)c1ccc(NC(=S)NCc2cccc(Cl)c2)cc1,-1%,-22%,-22%,-3%,-19%,-39%,-1%,6%,1%,1%,3%
Cc1ccc(C)c(C(=O)COc2ccccc2[N+](=O)[O-])c1,8%,-36%,-37%[inhibitor],9%,5%,-97%,-2%,13µM*,9%,-7%,3%
Cc1nnc(NC(=O)c2ccc(S(=O)(=O)C(F)F)cc2)s1,2.2µM*,93%,11%,-1%,/,?,?,-27%,?,?,5.4µM*
Cc1ccc(-c2[nH]ncc2CN2CCN(C(=O)c3cccs3)CC2)cc1C,-2%,-41%,-17%,2%,-1%,26%,-1%,-8%,-2%,12%,-1%
CCCNC(=O)c1ccc(N2CCC3(CC2)CC(c2ccccc2)=NO3)c(NC(=O)c2ccc(Br)cc2)c1,-8%,15%,/,8%,4%,25%,-1%,-4%,-1%,-4%,5%
CCOc1cc(S(=O)(=O)n2cnc(C)c2)ccc1Cl,-4%,-24%,8%,7%,-4%,-13%,-8%,-6%,0%,-5%,-3%
Clc1ccccc1Cc1noc(CN2CCN3CCCC3C2)n1 (stereo not given),16%,7%,1%,5%,-2%,-4%,-3%,-5%,-3%,9%,0%
CCN1CCN(C(=O)c2cc(S(=O)(=O)N3CC(C)CC(C)C3)ccc2Cl)CC1 (stereo not given),-2%,15%,1%,/,/,/,-7%,/,-1%,0%,0%
COC(=O)c1sccc1-n1cccc1C(=O)C(=O)Nc1ccc(F)cc1,-13%[1.84 µM],-3%,-7%,-17%,22%,23%,-2%,8%[10 µM],-6%,/,0%
O=C(CCN1CCN(c2ccccc2)CC1)c1ccc(Cl)cc1,1%,-10%,-10%,19%,-1%,?,1%,?,-3%,-8%,7%
CCCn1c(N)c(N(CCOC)C(=O)C2CCCC2)c(=O)[nH]c1=O,1%,16%,-14%,/,/,/,-2%,/,1%,-3%,/
O=C(c1cccc(S(=O)(=O)N2CCCCCC2)c1)N1CCN(c2ccccc2F)CC1,0%,-41%,-9%,-5%,0%,3%,-2%,0%,-15%,-3%,-3%
COc1cc2c(cc1NC(=O)C(C)Sc1nc3ccccc3n1C)oc1ccccc12 (stereo not given),-1%,-8%,-4%,10%,12%,11%,2%,0%,0%,5%,1%
O=C(Nc1ccccc1C1CC1)c1cccs1,0%,15%,7%,1%,0%,11%,1%,2%,-7%,-4%,-4%
Cc1ccc(-n2c(=S)[nH]c3c(oc4ccccc43)c2=O)cc1C,2%,-29%,8%,-19%,9%,1.4µM*,1%,1.8µM*,-3%,-4%,?
O=C(c1cccc(F)c1)N1CCN(c2cccc(Cl)c2)CC1,-25%,-67%,-22%,-2%,-7%,-7%,-22%,4%,-10%,-10%,-1%
Cc1c(Cl)cccc1NC(=O)CC1Oc2ccccc2NC1=O (stereo not given),-3%,-23%,-4%,23%,-15%,-21%,1%,-13%,?,2%,1%&-2%
COC(=O)c1ccc(CSc2nnc3ccccn23)o1,4%,22%,-3%,-7%,-7%,14%,-3%,-1%,4%,9%,1%
O=C(CCCN1C(=O)/C(=C\c2ccco2)SC1=S)Nc1ccc2ccccc2c1,0%,-17%,?,20%,9%,13µM*,4%,10µM*,0%,5%,-1%
CC1CCN(C2=C(NS(=O)(=O)c3ccc(Cl)cc3)C(=O)c3ccccc3C2=O)CC1,-4%,-14%,15%,2%,?,11µM*,0%,?,-7%,-1%,-15%
COc1ccc(/C=C/c2c(-c3ccc(OC)cc3)oc3cccnc23)cc1,-2%,-2%,1%,13%,8%,-20%,-2%,?,2%,-4%,?
COCCCn1c(SCC(=O)N2CC(=O)Nc3ccccc32)nnc1-c1ccoc1C,5%,-17%,1%,-5%,-7%,5%,-3%,-6%,-1%,0%,1%

Part of the list above, as labelled records.
COc1ccc(/C=C/c2c(-c3ccc(OC)cc3)oc3cccnc23)cc1
  Rab9 promoter act = -2%; BRCA1 expr up = -2%; p53 reactivation = 1%; CXXC DNA block = 13%; MBNL1 CUG block = 8%; RORgamma inh = -20%; NPC1 prom act = -2%; VP16 counter = ?; ELG1 genotoxic = 2%; uPA generation = -4%; FLuc modulator = ?

CC1CCN(C2=C(NS(=O)(=O)c3ccc(Cl)cc3)C(=O)c3ccccc3C2=O)CC1
  Rab9 promoter act = -4%; BRCA1 expr up = -14%; p53 reactivation = 15%; CXXC DNA block = 2%; MBNL1 CUG block = ?; RORgamma inh = 11µM*; NPC1 prom act = 0%; VP16 counter = ?; ELG1 genotoxic = -7%; uPA generation = -1%; FLuc modulator = -15%

COC(=O)c1ccc(CSc2nnc3ccccn23)o1
  Rab9 promoter act = 4%; BRCA1 expr up = 22%; p53 reactivation = -3%; CXXC DNA block = -7%; MBNL1 CUG block = -7%; RORgamma inh = 14%; NPC1 prom act = -3%; VP16 counter = -1%; ELG1 genotoxic = 4%; uPA generation = 9%; FLuc modulator = 1%

COCCCn1c(SCC(=O)N2CC(=O)Nc3ccccc32)nnc1-c1ccoc1C
  Rab9 promoter act = 5%; BRCA1 expr up = -17%; p53 reactivation = 1%; CXXC DNA block = -5%; MBNL1 CUG block = -7%; RORgamma inh = 5%; NPC1 prom act = -3%; VP16 counter = -6%; ELG1 genotoxic = -1%; uPA generation = 0%; FLuc modulator = 1%

Some of the compounds tested; count on the stated rates, not on these rows.
